NCI-60 one-dose screen, 48 h, at 10 µM unless noted. Numbers give growth in % (100 = growth as untreated, 0 = no growth, -100 = all killed).
HCT-116 – HCT-116 colon cancer; 82,000 compounds, 7.3% hits
SF-295 – SF-295 CNS cancer cells; 79,000 compounds, 5.6% hits
SF-539 – SF-539 CNS cancer; 81,000 compounds, 6.8% hits; AID 1794752
HCC-2998 – HCC-2998 colon cancer; AID 1794799; 79,000 compounds, 4.7% hits
SNB-19 – SNB-19 CNS cancer cells; 81,000 compounds, 2.5% hits; AID 1794751
SW-620 – SW-620 colon cancer | 82,000 compounds, 5.2% hits | AID 1794795
KM12 – KM12 colon cancer cells. 82,000 compounds, 5% hits
SNB-75 – SNB-75 CNS cancer; 79,000 compounds, 5% hits
HCT-15 – HCT-15 colon cancer | 82,000 compounds, 5.2% hits
The depositor's hits bear a star; & = joins results of further samples. The calls were made as follows: active = growth percent below 10; inactive = the rest. No enrichment for hits, and some 11% of all compounds hit somewhere here.

What do the screens show for `O=[N+]([O-])c1ccc(Sc2cccc[n+]2[O-])c2nonc12`?
HCT-116: 2.0*; SF-295: 90; SF-539: 94; HCC-2998: 98; SNB-19: 88; SW-620: 23; KM12: 69; SNB-75: 81; HCT-15: 73

Results for O=C(CSc1nc2sc3c(c2c(=O)n1-c1ccc(Cl)cc1)CCCC3)NNC(=O)c1ccc(Br)cc1 ?
HCT-116: 64; SF-295: 84; SF-539: -29*; HCC-2998: 108; SNB-19: 25; SW-620: 76; KM12: 97; SNB-75: 83; HCT-15: 74

Results for COc1ccc2cc(-c3cn(CCCCCc4ccc(/C=C/C(=O)c5cc(Cl)ccc5O)cc4OC)nn3)ccc2c1 ?
HCT-116: 88; SF-295: 113; SF-539: 114; HCC-2998: 107; SNB-19: 117; SW-620: 96; KM12: 103; HCT-15: 111

How did CC(=O)c1c(OC(C)C(=O)O)ccc2ccccc12 (stereo not given) do in these assays?
HCT-116: 113; SF-295: 101; SF-539: 100; HCC-2998: 116; SNB-19: 102; SW-620: 103; KM12: 119; SNB-75: 88; HCT-15: 97

Results for Cc1cc(=O)oc2cc(OCCCCOc3ccc(/C=C/C(=O)Nc4ccccc4Cl)cc3)ccc12 ?
HCT-116: 113; SF-295: 99; SF-539: 94; HCC-2998: 111; SNB-19: 94; SW-620: 117; KM12: 106; SNB-75: 101; HCT-15: 102

What do the screens show for `CCOC(=O)/C=C1/SC(=Nc2ccc(C)cc2)N(Cc2ccco2)C1=O`?
HCT-116: 34; SF-295: 89; SF-539: 95; HCC-2998: 93; SNB-19: 87; SW-620: 70; KM12: 74; SNB-75: 71; HCT-15: 45

How did CN(Cc1cc(Cl)cc(Cl)c1O)Cc1cc(Cl)cc(Cl)c1O do in these assays?
HCT-116: 59; SF-295: 58; SF-539: 82; HCC-2998: 83; SNB-19: 73; SW-620: 73; KM12: 75; SNB-75: 75; HCT-15: 41

What do the screens show for `CC(=O)c1cc2ccccc2c2ccccc12`?
HCT-116: 103; SF-295: 109; SF-539: 109; HCC-2998: 111; SNB-19: 105; SW-620: 105; KM12: 99; SNB-75: 97; HCT-15: 104

How did Nc1nc2c(c(=O)[nH]1)C(c1ccc3c(c1)OCO3)C=C(C(=O)O)N2 (stereo not given) do in these assays?
HCT-116: 99; SF-295: 94; SF-539: 101; HCC-2998: 104; SNB-19: 104; SW-620: 106; KM12: 110; SNB-75: 86; HCT-15: 111

Results for CCN(CC)Cc1cccc(C(=O)OC)c1 ?
HCT-116: 90; SF-295: 98; SF-539: 94; HCC-2998: 102; SNB-19: 101; SW-620: 101; KM12: 102; SNB-75: 88; HCT-15: 102

What do the screens show for `COc1ccc(/C=C2\CS(=O)(=O)C/C(=C\c3ccc(OC)cc3)C2=O)cc1`?
HCT-116: -83*; SF-295: -14*; SF-539: -55*; HCC-2998: -98*; SNB-19: 3.7*; SW-620: 0.8*; KM12: -93*; SNB-75: 60; HCT-15: 2.1*

What do the screens show for `C=CCOC(=O)C1=C(C)NC2=C(C(=O)CC(C)(C)C2)C1c1ccc(O)cc1` (stereo not given)?
HCT-116: 87; SF-295: 91; SF-539: 108; HCC-2998: 112; SNB-19: 102; SW-620: 97; KM12: 97; SNB-75: 78; HCT-15: 102

What do the screens show for `O=C(NCCCCCCCCCC[P+](c1ccccc1)(c1ccccc1)c1ccccc1)c1ccc(-n2nc(-c3ccccc3O)nc2-c2ccccc2O)cc1`?
HCT-116: -79*; SF-295: -90*; SF-539: -96*; HCC-2998: -99*; SNB-19: -94*; SW-620: -61*; KM12: -27*; SNB-75: -27*; HCT-15: -90*

Results for CCCCCN1C(=O)/C(=c2\sc3n(c2=O)C2C(NN=3)N(CC)C(=O)N2CC)c2cc(C)ccc21 (stereo not given) ?
HCT-116: 75; SF-295: 103; SF-539: 73; HCC-2998: 117; SNB-19: 95; SW-620: 102; KM12: 88; SNB-75: 98; HCT-15: 93

What do the screens show for `COc1ccc2[nH]cc(/C=N/Nc3nc4ccccc4s3)c2c1`?
HCT-116: 47; SF-295: 59; SF-539: 71; HCC-2998: 41; SNB-19: 80; SW-620: 75; KM12: 14; SNB-75: 66; HCT-15: 23

5 records drawn at random from those above:
Results for O=C(CSc1nc2sc3c(c2c(=O)n1-c1ccc(Cl)cc1)CCCC3)NNC(=O)c1ccc(Br)cc1 ?
HCT-116: 64; SF-295: 84; SF-539: -29*; HCC-2998: 108; SNB-19: 25; SW-620: 76; KM12: 97; SNB-75: 83; HCT-15: 74

What do the screens show for `O=[N+]([O-])c1ccc(Sc2cccc[n+]2[O-])c2nonc12`?
HCT-116: 2.0*; SF-295: 90; SF-539: 94; HCC-2998: 98; SNB-19: 88; SW-620: 23; KM12: 69; SNB-75: 81; HCT-15: 73

What do the screens show for `C=CCOC(=O)C1=C(C)NC2=C(C(=O)CC(C)(C)C2)C1c1ccc(O)cc1` (stereo not given)?
HCT-116: 87; SF-295: 91; SF-539: 108; HCC-2998: 112; SNB-19: 102; SW-620: 97; KM12: 97; SNB-75: 78; HCT-15: 102

Results for CCCCCN1C(=O)/C(=c2\sc3n(c2=O)C2C(NN=3)N(CC)C(=O)N2CC)c2cc(C)ccc21 (stereo not given) ?
HCT-116: 75; SF-295: 103; SF-539: 73; HCC-2998: 117; SNB-19: 95; SW-620: 102; KM12: 88; SNB-75: 98; HCT-15: 93

What do the screens show for `COc1ccc(/C=C2\CS(=O)(=O)C/C(=C\c3ccc(OC)cc3)C2=O)cc1`?
HCT-116: -83*; SF-295: -14*; SF-539: -55*; HCC-2998: -98*; SNB-19: 3.7*; SW-620: 0.8*; KM12: -93*; SNB-75: 60; HCT-15: 2.1*

Reprinted from the listing, two compounds:
What do the screens show for `C=CCOC(=O)C1=C(C)NC2=C(C(=O)CC(C)(C)C2)C1c1ccc(O)cc1` (stereo not given)?
HCT-116: 87; SF-295: 91; SF-539: 108; HCC-2998: 112; SNB-19: 102; SW-620: 97; KM12: 97; SNB-75: 78; HCT-15: 102

What do the screens show for `O=C(NCCCCCCCCCC[P+](c1ccccc1)(c1ccccc1)c1ccccc1)c1ccc(-n2nc(-c3ccccc3O)nc2-c2ccccc2O)cc1`?
HCT-116: -79*; SF-295: -90*; SF-539: -96*; HCC-2998: -99*; SNB-19: -94*; SW-620: -61*; KM12: -27*; SNB-75: -27*; HCT-15: -90*

Following part
Results for CCCCC(O)(CC)CC ?
HCT-116: 105; SF-539: 98; HCC-2998: 97; SNB-19: 104; SW-620: 103; KM12: 107; SNB-75: 85; HCT-15: 99

What do the screens show for `CC(=O)OCC1OC(OC2OC(COC(C)=O)C(OC(C)=O)C(OC(C)=O)C2OC(C)=O)C(OC(C)=O)C(OC(C)=O)C1OC(C)=O` (stereo not given)?
HCT-116: 110; SF-295: 95; SF-539: 105; HCC-2998: 102; SNB-19: 107; SW-620: 98; KM12: 102; SNB-75: 89; HCT-15: 102

What do the screens show for `Cc1nc2ccccc2c(=O)n1N`?
HCT-116: 103&91; SF-295: 119&93; SF-539: 106&95; HCC-2998: 105&94; SNB-19: 104&98; SW-620: 103&103; KM12: 104&107; SNB-75: 105&89; HCT-15: 105&105

How did O=C(O)Cn1nnnc1COc1ccc(Cl)cc1 do in these assays?
HCT-116: 86; SF-295: 108; SF-539: 101; HCC-2998: 97; SNB-19: 111; SW-620: 103; KM12: 107; SNB-75: 109; HCT-15: 106

What do the screens show for `COc1cc(/C=C/C(=O)N2CCN(C(=O)/C=C/c3ccc(C(F)(F)F)cc3)CC2)cc(OC)c1OC`?
HCT-116: 93; SF-295: 112; SF-539: 117; HCC-2998: 97; SNB-19: 86; SW-620: 95; KM12: 113; HCT-15: 96

Results for COc1cc(/C(=C2/C=Nc3ccccc32)c2c[nH]c3ccccc23)ccc1O ?
HCT-116: 90; SF-295: 93; SF-539: 91; HCC-2998: 86; SNB-19: 89; SW-620: 105; KM12: 92; SNB-75: 77; HCT-15: 86

Results for COc1cc(NC(C)=O)ccc1C(=O)NC(=S)Nc1ccc(S(N)(=O)=O)cc1 ?
HCT-116: 92; SF-295: 93; SF-539: 76; HCC-2998: 113; SNB-19: 74; SW-620: 101; KM12: 91; SNB-75: 61; HCT-15: 92

What do the screens show for `CN(C)c1nc(NCCNS(=O)(=O)c2ccc(C3=Nc4c(N)nc(N)nc4NC(c4ccc(Cl)cc4)C3)cc2)nc(Nc2ccc(F)cc2)n1` (stereo not given)?
HCT-116: 15; SF-295: 49; SF-539: -51*; HCC-2998: -0.1*; SNB-19: 34; SW-620: 33; KM12: 19; SNB-75: 53; HCT-15: 32

What do the screens show for `CC(C)(C)NCCC(O)c1cc2c(Cl)cc(Cl)cc2c2cc(C(F)(F)F)ccc12` (stereo not given)?
HCT-116: -80*; SF-539: -82*; HCC-2998: -83*; SNB-19: -71*; SW-620: -73*; KM12: -91*; HCT-15: -70*

Results for COc1ccc2c(c1)N(Cc1ccc(Cl)cc1)CCC2N1CCCC1=O (stereo not given) ?
HCT-116: 55; SF-295: 28; SF-539: 48; HCC-2998: 50; SNB-19: 55; SW-620: 72; KM12: 50; SNB-75: 27; HCT-15: 33

What do the screens show for `CCCN1C(=O)/C(=c2\sc3n(c2=O)NC2C(N=3)N(CC)C(=O)N2CC)c2ccccc21` (stereo not given)?
HCT-116: 16; SF-295: 40; SF-539: 1.1*; HCC-2998: 30; SNB-19: 40; SW-620: 31; KM12: 30; SNB-75: 13; HCT-15: 25

What do the screens show for `O=C(NNC(=S)NCCc1ccccc1)c1ccc(OCc2nc3ccc(Cl)cc3[nH]2)cc1`?
HCT-116: 64; SF-295: 61; SF-539: 84; HCC-2998: 104; SNB-19: 76; SW-620: 129; KM12: 63; SNB-75: 128; HCT-15: 67

How did O=C1C(Br)=CC(Br)(Br)C=C1Br do in these assays?
HCT-116: 86; SF-295: 111; SF-539: 105; HCC-2998: 97; SNB-19: 109; SW-620: 87; KM12: 99; SNB-75: 106; HCT-15: 107

How did Cn1cccc1-c1cc(-c2ccc(Br)cc2)n(C=O)c(=O)c1C#N do in these assays?
HCT-116: 97; SF-295: 107; SF-539: 100; HCC-2998: 97; SNB-19: 86; SW-620: 107; KM12: 108; SNB-75: 97; HCT-15: 105

What do the screens show for `Nc1ccc(Cl)c(C(=O)O)c1`?
HCT-116: 92; SF-295: 95; SF-539: 114; HCC-2998: 105; SNB-19: 105; SW-620: 93; KM12: 105; SNB-75: 78; HCT-15: 98

What do the screens show for `CC(=O)CC(=O)N(C)Cc1ccccc1`?
HCT-116: 93; SF-295: 96; SF-539: 107; HCC-2998: 99; SNB-19: 107; SW-620: 103; KM12: 105; SNB-75: 93; HCT-15: 107

What do the screens show for `Cc1ccc(-c2nc3cnccn3c2NC2CCCCC2)o1`?
HCT-116: 87; SF-295: 98; SF-539: 112; HCC-2998: 112; SNB-19: 103; SW-620: 106; KM12: 108; SNB-75: 93; HCT-15: 98

What do the screens show for `O=C1COCCN1`?
HCT-116: 103; SF-295: 112; SF-539: 102; HCC-2998: 102; SNB-19: 107; SW-620: 110; KM12: 105; SNB-75: 89; HCT-15: 94

How did O=C1/C(=C\c2ccc[nH]2)c2ccccc2N1c1c(Cl)cccc1Cl do in these assays?
HCT-116: 89; SF-295: 92; SF-539: 96; HCC-2998: 96; SNB-19: 88; SW-620: 88; KM12: 64; SNB-75: 60; HCT-15: 74

Results for COc1ccc(-n2cnc3cc(C(=O)N4CCCCC4)ccc32)cc1 ?
HCT-116: 98; SF-295: 98; SF-539: 98; HCC-2998: 104; SNB-19: 94; SW-620: 104; KM12: 107; SNB-75: 87; HCT-15: 104

How did OCc1[nH]nc2cc(Nc3ncc4ccc(Br)c(OC5CCC(O)CC5)c4n3)ccc12 (stereo not given) do in these assays?
HCT-116: 6.6*; SF-295: -50*; SF-539: -83*; HCC-2998: -49*; SNB-19: 6.4*; SW-620: -19*; KM12: 2.9*; SNB-75: -44*; HCT-15: -5.9*

What do the screens show for `Cc1sc2nc3[nH]/c(=C\c4ccc(Cl)cc4)c(=O)n3c(=O)c2c1C`?
HCT-116: 102; SF-539: 103; HCC-2998: 107; SNB-19: 101; SW-620: 102; KM12: 108; SNB-75: 90; HCT-15: 96

How did COc1ccc(-c2nocc2-c2cccs2)cc1 do in these assays?
HCT-116: 103; SF-295: 95; SF-539: 101; HCC-2998: 118; SNB-19: 102; SW-620: 99; KM12: 104; SNB-75: 89; HCT-15: 99

What do the screens show for `Cc1cc(C)n(C(=O)c2sc(=S)n(-c3ccccc3)c2NC(=S)NC(=O)c2ccccc2)n1`?
HCT-116: 108; SF-295: 103; SF-539: 97; HCC-2998: 113; SNB-19: 97; SW-620: 109; KM12: 105; SNB-75: 96; HCT-15: 99

Results for COC(=O)c1c(C(=O)OC)c(-c2cccc(Cl)c2)n2c1CCC2 ?
HCT-116: 102; SF-295: 101; SF-539: 97; HCC-2998: 109; SNB-19: 89; SW-620: 100; KM12: 100; SNB-75: 100; HCT-15: 96

What do the screens show for `O=c1oc2ccc(Cl)cc2c(=O)n1-c1ccc(Cl)cc1F`?
HCT-116: 2.6*; SF-295: -64*; SF-539: 1.2*; HCC-2998: 11; SNB-19: 18; SW-620: 9.1*; KM12: -9.1*; SNB-75: -25*; HCT-15: 1.3*
